# ASK1 inh: human ASK1 kinase inhibition, primary screen; Q99683; AlphaScreen MKK6 phosphorylation by ASK1, luminescence; inhibition, % at 7.44 µM; actives 0.99% (n = 22,000); in the data active = inhibition above about 35%;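 note: 0% = median of compound wells and 100% = no enzyme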
# Target sequence (Q99683 whole entry, looked up): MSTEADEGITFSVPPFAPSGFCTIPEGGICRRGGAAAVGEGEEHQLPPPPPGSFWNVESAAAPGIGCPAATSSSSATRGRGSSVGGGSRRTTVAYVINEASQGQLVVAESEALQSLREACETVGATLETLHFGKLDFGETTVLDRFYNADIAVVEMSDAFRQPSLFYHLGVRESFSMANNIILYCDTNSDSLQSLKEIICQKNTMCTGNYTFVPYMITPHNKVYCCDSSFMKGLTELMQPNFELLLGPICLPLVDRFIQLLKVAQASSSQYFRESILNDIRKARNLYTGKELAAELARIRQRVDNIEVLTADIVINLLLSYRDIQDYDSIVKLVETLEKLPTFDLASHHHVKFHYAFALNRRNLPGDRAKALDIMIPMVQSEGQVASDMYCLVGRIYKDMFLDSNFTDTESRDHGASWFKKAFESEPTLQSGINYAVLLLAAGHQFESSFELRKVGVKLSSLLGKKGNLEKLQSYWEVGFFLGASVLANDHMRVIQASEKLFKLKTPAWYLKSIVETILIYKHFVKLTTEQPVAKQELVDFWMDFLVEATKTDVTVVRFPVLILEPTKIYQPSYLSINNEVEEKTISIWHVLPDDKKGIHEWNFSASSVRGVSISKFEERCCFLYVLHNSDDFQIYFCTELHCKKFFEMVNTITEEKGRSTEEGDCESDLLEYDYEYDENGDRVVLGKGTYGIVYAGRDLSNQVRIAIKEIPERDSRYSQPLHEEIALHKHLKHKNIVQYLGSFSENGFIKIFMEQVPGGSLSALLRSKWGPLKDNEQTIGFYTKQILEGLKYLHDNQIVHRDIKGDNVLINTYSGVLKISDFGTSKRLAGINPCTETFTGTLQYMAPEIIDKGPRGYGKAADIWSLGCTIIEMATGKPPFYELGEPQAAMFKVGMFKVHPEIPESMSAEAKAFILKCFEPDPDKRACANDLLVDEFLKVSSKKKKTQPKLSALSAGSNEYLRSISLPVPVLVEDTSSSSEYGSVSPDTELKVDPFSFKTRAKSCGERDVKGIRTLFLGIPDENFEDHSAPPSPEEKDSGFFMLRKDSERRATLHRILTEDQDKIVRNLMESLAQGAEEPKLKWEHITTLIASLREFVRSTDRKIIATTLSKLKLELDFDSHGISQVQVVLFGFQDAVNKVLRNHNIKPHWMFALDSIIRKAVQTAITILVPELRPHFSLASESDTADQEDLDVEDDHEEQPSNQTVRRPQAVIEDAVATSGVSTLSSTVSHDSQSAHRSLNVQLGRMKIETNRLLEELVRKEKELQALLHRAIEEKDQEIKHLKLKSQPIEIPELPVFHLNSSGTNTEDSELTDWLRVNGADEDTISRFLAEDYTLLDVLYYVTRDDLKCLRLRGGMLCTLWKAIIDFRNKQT
# ULK1 inh: human ULK1 kinase inhibition, primary screen; O75385; inhibition, % at 5.96 µM; actives 1.9% (n = 30,000); AlphaScreen Atg13 phosphorylation by ULK1, luminescence; in the data active = inhibition above about 43%;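 note: 0% = median of compound wells and 100% = no enzyme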
# * marks the source's active call; other numbers are inactive results; . = no result given.
1) CCNc1ncc(C)c(NCCOc2ccccc2)n1
2) c1cnc(Nc2cc(NCCN3CCOCC3)ncn2)cn1
3) COC(=O)c1sc2nc(-c3ccccc3C(F)(F)F)c(S(C)(=O)=O)cc2c1N
4) CC(C(=O)O)c1ccc(C(=O)c2ccccc2)s1 (centres undefined)
5) Cc1noc(C)c1-c1cncc(C(=O)NCc2nc3ccccc3[nH]2)c1
6) O=C(COc1cccc2ccc(N3CCCCC3)nc12)Nc1ccc(F)cc1
7) COc1ccc(-c2cc(C(=O)NCc3cccc(C(F)(F)F)c3)ccn2)cc1
8) CC(C)n1cnc2c(NCCOc3ccccc3)nc(N3CCc4ccccc4C3)nc21
9) COc1ccc2c(c1)c(CC(=O)O)c(C)n2C(=O)c1ccc(Cl)cc1
10) CC(C)(C)OC(=O)N1CCC(Nc2ccnc(Cl)n2)CC1
Screen / compound no. | 1 | 2 | 3 | 4 | 5 | 6 | 7 | 8 | 9 | 10
ULK1 inh | 2 | -19 | -20 | 1 | 14 | -2 | -20 | -1 | 0 | 2
ASK1 inh | 0 | -13 | . | . | 7 | . | -14 | 7 | . | 8

11) c1ccc(CN2CCC(Nc3nc(N4CCC(N5CCOCC5)CC4)nc4nc[nH]c34)CC2)cc1
12) COc1ccc(-c2nc(NCc3ccccc3)c3ncn(C(C)C)c3n2)cc1
13) CCN(CC)C(=O)C1CCCN(c2nc3ncnc(Nc4ccc(NC(C)=O)cc4)c3[nH]2)C1 (centres undefined)
14) Oc1ccc(CCNc2nc(Nc3ccccc3)nc3c2ncn3C2CCCCC2)cc1
15) c1ccc2c(c1)CC(c1nc3ccc(-c4cn[nH]c4)cc3[nH]1)O2 (centres undefined)
16) CC(C)n1c(Nc2ccccn2)nc2c(NC3CC3)ncnc21
17) CC(C)n1c(Nc2nc3ccccc3n2C)nc2c(Nc3ccccc3)ncnc21
18) COc1nc(Nc2ccc(NC(C)=O)cc2)nc(-c2cccc(N)c2)n1
19) CC(C)[C@H](O)C(=O)N1CCCN(S(=O)(=O)c2cccc3cnccc23)CC1
20) Cc1cccc(-c2cc(=O)c3cc(NC(=O)c4cccnc4)ccc3o2)c1
Screen / compound no. | 11 | 12 | 13 | 14 | 15 | 16 | 17 | 18 | 19 | 20
ULK1 inh | -7 | -14 | -9 | -19 | -6 | 5 | 0 | 4 | 4 | -2
ASK1 inh | 23 | -3 | 0 | 21 | 2 | 1 | 13 | 7 | 12 | .

21) Oc1ccc(CCNc2ncnc3nc(Nc4nccc5ccccc45)[nH]c23)cc1
22) COc1cc(Nc2nc(NC3CCC(O)CC3)nc3c2ncn3CCN2CCCC2=O)cc(OC)c1OC (centres undefined)
23) NC(=O)c1ccc(-c2nc(C(=O)NCc3cccnc3)cs2)cc1
24) COc1cc(Nc2nc(NCCc3ccc(O)cc3)c3ncn(-c4ccccc4)c3n2)cc(OC)c1OC
25) CC(=O)Nc1ccc(NC(=O)c2cccc(-c3ccc(C(=O)NC4CC4)cc3)n2)cc1
26) COc1ccc(CCNC(=O)c2ccc3nc(Nc4ccc(-n5ccnc5)cc4)sc3c2)cc1
27) CCN(CC)C(=O)C1CCCN(c2nc(Nc3ccc(Oc4ccccc4)cc3)c3ncn(C(C)C)c3n2)C1 (centres undefined)
28) COc1cc2nc(Nc3cc(OC)c(OC)c(OC)c3)nc(N)c2cc1OC
29) CCCNC(=O)c1ccnc(Nc2ccc3ncccc3c2)c1
30) COc1cc(Nc2ccc(N3CCC(C(=O)NCc4nc5ccccc5[nH]4)CC3)nn2)cc(OC)c1OC
Screen / compound no. | 21 | 22 | 23 | 24 | 25 | 26 | 27 | 28 | 29 | 30
ULK1 inh | 6 | -4 | 10 | -7 | -2 | 9 | 5 | -10 | 14 | 8
ASK1 inh | 19 | -2 | 1 | 21 | 6 | 23 | 35 | -13 | -8 | 1

# Complete entries, looked up by structure.
# Results for NC(=O)c1ccc(-c2nc(C(=O)NCc3cccnc3)cs2)cc1 = ULK1 inh: 10; ASK1 inh: 1
# Results for CC(=O)Nc1ccc(NC(=O)c2cccc(-c3ccc(C(=O)NC4CC4)cc3)n2)cc1 = ULK1 inh: -2; ASK1 inh: 6

# The list goes on:
31) c1ccc(CN2CCC(Nc3nc(Nc4ccc(N5CCOCC5)cc4)c4[nH]cnc4n3)CC2)cc1
32) O=C(NCc1cccc(C(F)(F)F)c1)c1ccc2nc(NC3CCN(Cc4ccccc4)CC3)sc2c1
33) CC(=O)Nc1ccc(Nc2nc(N3CCN(Cc4ccc5c(c4)OCO5)CC3)nc3c2ncn3C(C)C)cc1
34) CCOc1ccc2oc(C)c(C(=O)Nc3cc(OC)c(OC)cc3C(=O)OC)c2c1
35) CCNC(=O)C(=O)Nc1nc(C23CC4CC(CC(C4)C2)C3)cs1
36) CC(=O)Nc1ccc(NC(=O)c2ccnc(NCCN3CCOCC3)c2)cc1
37) c1coc(CNCC2OCCc3ccccc32)c1 (centres undefined)
38) c1ccc(N2CCN(c3nc(NC4CC4)c4ncn(-c5ccsc5)c4n3)CC2)nc1
39) OCC1CCCN1c1nc(Nc2ccccc2)c2[nH]cnc2n1 (centres undefined)
40) COc1cc(Nc2nc(NCc3cccnc3)nc3c2ncn3C(C)C)cc(OC)c1OC
Screen / compound no. | 31 | 32 | 33 | 34 | 35 | 36 | 37 | 38 | 39 | 40
ULK1 inh | -3 | -22 | 4 | -3 | 5 | 2 | 5 | -2 | 14 | 28
ASK1 inh | 23 | -9 | 21 | . | . | -2 | . | 1 | -5 | 11

41) Cc1sc2c(c1C)C(=O)NC(c1ccc(Br)cc1)N2 (centres undefined)
42) NS(=O)(=O)Cc1noc2ccccc12
43) O=C(NCCN1CCOCC1)c1cc(NCc2cccnc2)nc2ccccc12
44) Cc1cc(NC2CCN(Cc3ccccc3)CC2)nc(N2CCOCC2)n1
45) Cc1ccc(C(=O)c2oc3ccc(N)cc3c2C)cc1
46) CCCNc1nc(-c2c(C)nn(C)c2C)nc2c1ncn2-c1ccccc1
47) CC(C)N(CCNC(=O)c1ccnc(Nc2cnccn2)c1)C(C)C
48) Cc1cc(Nc2ccc(N3CCOCC3)cc2)nc(-c2csc3ccccc23)n1
49) Cc1cncc2cccc(NC3CCCN(C(=O)[C@@H](N)Cc4ccccc4)C3)c12 (some centres undefined)
50) COc1ccc(C(=O)c2oc3ccc(NC(=O)c4ccccc4Br)cc3c2C)cc1OC
Screen / compound no. | 41 | 42 | 43 | 44 | 45 | 46 | 47 | 48 | 49 | 50
ULK1 inh | -7 | -7 | 2 | 0 | -31 | -14 | -5 | -13 | 5 | -1
ASK1 inh | . | . | -14 | -13 | . | -9 | -7 | 34 | -32 | .

51) CN(C)c1cccc(Nc2nc(NCCc3ccc(O)cc3)c3ncn(CCN4CCCC4=O)c3n2)c1
52) c1ccc2c(c1)NCC(c1nc3ccc(-c4ccncc4)cc3[nH]1)O2 (centres undefined)
53) Cc1cc(NCCO)nc(N2CCC(N3CCOCC3)CC2)n1
54) CN(C)C(=O)c1cc(-c2cn[nH]n2)ccc1NC(=O)C1COc2ccccc2O1 (centres undefined)
55) OCCNc1nc(Nc2cnccn2)nc2c1ncn2-c1ccccc1
56) Cc1nn(C)c(C)c1-c1ccc(C(=O)Nc2ccc(Oc3ccccc3)cc2)s1
57) Cn1nccc1Nc1nc(NCCc2ccc(O)cc2)c2[nH]cnc2n1
58) CC(C)n1cnc2c(NC3CC3)nc(NCc3cccnc3)nc21
59) Cc1ccc(C(=O)NCCCN2CCOCC2)cc1-n1ncc2cc(Nc3c(Cl)cccc3Cl)ccc21
60) CCNc1nc(C(=O)NCCN2CCOCC2)cs1
Screen / compound no. | 51 | 52 | 53 | 54 | 55 | 56 | 57 | 58 | 59 | 60
ULK1 inh | 18 | 7 | 2 | 5 | 14 | -4 | 21 | 41 | -19 | 7
ASK1 inh | 10 | 11 | -17 | 3 | 7 | -6 | 16 | -1 | 5 | 1

61) CCCCCCCCCCCCOCCCN
62) C[n+]1cccc(C(=O)N/N=C/c2ccc3c(c2)OCO3)c1
63) c1ccc2c(c1)CCN(c1nccc(Nc3ccc(N4CCOCC4)cc3)n1)C2
64) COc1ccc(-c2ccc(C(=O)NCc3cccnc3)s2)cn1
65) CN(C)CCOc1cc(-c2cn[nH]c2)ccc1NC(=O)C(O)c1ccc(F)cc1 (centres undefined)
66) Cc1ncn(-c2ccc(Nc3nccc(Nc4cccnc4)n3)cc2)n1
67) O=C(NC1CC1)c1cnc(NC2CCN(Cc3ccccc3)CC2)s1
68) Cc1ccc2c(c1)c1c3n2CCNC3CCC1 (centres undefined)
69) O=C(NCCc1ccc(O)cc1)c1cccc(NCCN2CCOCC2)n1
70) CC(=O)Nc1ccc(Nc2nc(-c3c(C)noc3C)ncc2C)cc1
Screen / compound no. | 61 | 62 | 63 | 64 | 65 | 66 | 67 | 68 | 69 | 70
ULK1 inh | 1 | 5 | 7 | 6 | 6 | 9 | 0 | 1 | -1 | -6
ASK1 inh | . | . | 50* | 0 | -7 | -6 | -2 | . | -10 | -5

# Given as labelled records: part of the list above
48	Cc1cc(Nc2ccc(N3CCOCC3)cc2)nc(-c2csc3ccccc23)n1
  ULK1 inh: -13; ASK1 inh: 34
49	Cc1cncc2cccc(NC3CCCN(C(=O)[C@@H](N)Cc4ccccc4)C3)c12 (some centres undefined)
  ULK1 inh: 5; ASK1 inh: -32
50	COc1ccc(C(=O)c2oc3ccc(NC(=O)c4ccccc4Br)cc3c2C)cc1OC
  ULK1 inh: -1; ASK1 inh: .

# Exported as labelled records: part of the list above
67. O=C(NC1CC1)c1cnc(NC2CCN(Cc3ccccc3)CC2)s1
  ULK1 inh: 0	ASK1 inh: -2

68. Cc1ccc2c(c1)c1c3n2CCNC3CCC1 (centres undefined)
  ULK1 inh: 1	ASK1 inh: .

# Later entries
71) CCOCCCn1c(SCC(N)=O)nc2ccccc2c1=O
72) Cc1ccc(COc2ccc(/C=C3\SC(=O)NC3=O)cc2)cc1
73) CN(C)CCSc1nc(C2COc3ccc(C(=O)NCCN4CCOCC4)cc3C2)nc2ccc(-c3cn[nH]c3)cc12 (centres undefined)
74) CCCNC(=O)c1ccnc(Nc2cnccn2)c1
75) Cc1cc(N(C)C)nc(Nc2ccc(NS(=O)(=O)c3cccc(F)c3)cc2)n1
76) O=C(Nc1ccc(N2CCOCC2)cc1)c1ccc2nc(Nc3nccc4ccccc34)sc2c1
77) Cc1nc2ncccc2c(=O)n1-c1ccc(F)c(NC(=O)COc2ccc(Cl)cc2Cl)c1
78) COc1ccc(CCNc2nc(Nc3cnccn3)ncc2C)cc1
79) Nc1nc(Nc2nccc3ccccc23)nc2c1ncn2CCN1CCCC1=O
80) O=C1NCCC(NC(=O)C2COc3ccccc3O2)c2cc[nH]c21 (centres undefined)
Screen / compound no. | 71 | 72 | 73 | 74 | 75 | 76 | 77 | 78 | 79 | 80
ULK1 inh | -1 | -10 | 2 | 8 | -13 | 31 | 5 | -11 | -17 | -3
ASK1 inh | . | . | 13 | -2 | . | -2 | . | 3 | 2 | -3

81) CN1CCN(C(=O)c2cc(Nc3ccc4[nH]ncc4c3)ccn2)CC1
82) CCN(CC)c1nc(NCCN2CCOCC2)nc(NCCN(C(C)C)C(C)C)n1
83) COc1ccc2c(c1)CC(C(=O)Nc1ccc(-c3ccncc3)cc1OC1CCCN(C)C1)CO2 (centres undefined)
84) COc1ccc(CCNc2nc(NC3CCC(O)CC3)nc3c2ncn3C(C)C)cc1 (centres undefined)
85) O=C(NCc1nc2ccncc2[nH]1)c1c(F)cccc1F
86) COc1ccc(CCNC(=O)c2csc(-c3cccc(N)c3)n2)cc1
87) O=C(Nc1nnc(C2CCCO2)o1)C(c1ccccc1)c1ccccc1 (centres undefined)
88) Cc1ccc(CCC(=O)NCc2ccccc2)o1
89) FC(F)(F)c1ccc(Cn2cnc3c(Nc4ccc5c(c4)OCO5)nc(Nc4ccc(N5CCOCC5)cc4)nc32)cc1
90) OC1CCN(Cc2ccn(-c3ccnc(Nc4ccc(N5CCOCC5)cc4)c3)n2)CC1
Screen / compound no. | 81 | 82 | 83 | 84 | 85 | 86 | 87 | 88 | 89 | 90
ULK1 inh | 4 | -4 | -15 | 13 | -6 | -11 | -10 | 6 | 3 | 0
ASK1 inh | 2 | 2 | -12 | -9 | -12 | 7 | . | . | 62* | 12

# Some of the entries above in another layout.
85	O=C(NCc1nc2ccncc2[nH]1)c1c(F)cccc1F
  ULK1 inh: -6 | ASK1 inh: -12

86	COc1ccc(CCNC(=O)c2csc(-c3cccc(N)c3)n2)cc1
  ULK1 inh: -11 | ASK1 inh: 7

87	O=C(Nc1nnc(C2CCCO2)o1)C(c1ccccc1)c1ccccc1 (centres undefined)
  ULK1 inh: -10 | ASK1 inh: .

88	Cc1ccc(CCC(=O)NCc2ccccc2)o1
  ULK1 inh: 6 | ASK1 inh: .

# (continued)
91) Nc1nc(NCc2ccccc2)cc(NCc2cccnc2)n1
92) COc1cc(Nc2cc(Nc3nccc4ccccc34)ncn2)cc(OC)c1OC
93) COc1cnc(Nc2ccc(N3CCOCC3)cc2)nc1Nc1ccccc1C(N)=O
94) FC(F)(F)c1ccc(Nc2nc(NCc3cccnc3)c3ncn(-c4ccccc4)c3n2)cc1
95) CC(C)(C)n1cc(NC(=O)C2CC(c3ccccc3[N+](=O)[O-])=NO2)cn1 (centres undefined)
96) Cc1nn(C)c(C)c1-c1nc2c(NCc3nc4ccccc4[nH]3)ncnc2n1C(C)C
97) O=C1Cc2cc(NC(=O)c3ccc(Br)cc3)ccc2N1
Screen / compound no. | 91 | 92 | 93 | 94 | 95 | 96 | 97
ULK1 inh | -4 | -84 | 85* | -10 | -2 | 0 | -14
ASK1 inh | -18 | 16 | -83 | -2 | 3 | -5 | .
